rCAG RNA binder: molecules binding r(CAG) RNA repeats; r(CAG) RNA repeat, TO-PRO-1 dye displacement fluorescence; inhibition, % at 3 µM; actives 1.3% (n = 370,000); AID 651821;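 active = inhibition above the plate cutoff, the mean of all test compounds on that plate plus 3 SD, cut at about 35% in these data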;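 also: 0% = DMSO alone and 100% = 100 µM mitoxantrone as full dye displacement; higher means more dye released from RNA so lower well fluorescence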
NPR2 activator: GC-B (human) receptor activation | actives 0.11% (n = 370,000) | HEK293-GC-B cells, CNP EC30, cGMP TR-FRET; 0% at EC30 CNP, 100% saturating CNP | activation, % at 10 µM | P20594 | AID 1920062;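 active = activation at 10 µM reaching about 35% in either raw or pattern-adjusted values, limit read from the data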
NPR1 activator: GC-A (human) enzyme activation | P16066 | HEK293 GC-A cells, cGMP TR-FRET, EC30 ANP; 0% at EC30 ANP, 100% saturating ANP | activation, % at 10 µM | actives 0.14% (n = 370,000) | AID 1671463; in the data active = activation above about 40%
MBD2 DNA inh: blocks human MBD2 binding to methylated DNA; Q9UBB5; TR-FRET, MBD2 binding to methylated oligonucleotide; inhibition, % at 4.4 µM; actives 0.31% (n = 370,000); AID 686964; in the data active = inhibition above about 13%
Target sequence (Q9UBB5 whole entry, looked up): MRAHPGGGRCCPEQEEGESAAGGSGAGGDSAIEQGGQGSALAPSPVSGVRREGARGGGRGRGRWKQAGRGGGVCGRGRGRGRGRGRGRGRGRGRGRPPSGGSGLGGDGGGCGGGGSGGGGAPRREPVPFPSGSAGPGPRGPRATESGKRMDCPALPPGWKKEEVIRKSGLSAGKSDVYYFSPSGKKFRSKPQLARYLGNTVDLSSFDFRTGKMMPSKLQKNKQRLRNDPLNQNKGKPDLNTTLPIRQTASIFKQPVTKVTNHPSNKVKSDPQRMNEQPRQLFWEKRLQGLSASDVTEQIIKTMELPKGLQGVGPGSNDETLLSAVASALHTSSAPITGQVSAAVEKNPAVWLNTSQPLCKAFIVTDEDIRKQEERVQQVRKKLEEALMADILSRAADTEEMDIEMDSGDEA
SIAE inh: inhibitors of human sialic acid acetylesterase SIAE; inhibition, % at 9.66 µM; actives 0.69% (n = 370,000); Q9HAT2; SIAE FP-Rh probe binding, fluorescence polarization; AID 1053197;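 active = inhibition above a cutoff: mean of compounds within the control limits plus 3 SD of those, cut at about 17% in these data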;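 also: 0% = plate median of compound wells and 100% = probe without SIAE protein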
ABHD4 inh: inhibitors of mouse ABHD4 | inhibition, % at 8.92 µM | actives 0.54% (n = 370,000) | Q8VD66 | purified mABHD4, FP-Rh probe fluorescence polarization;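 active = inhibition exceeding the mean over every tested compound plus 3 SD, cut at about 30% in these data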;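 also: 0% = plate median of compound wells and 100% = S159A mutant with DMSO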
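assay system = mABHD4 protein | compound dosing = single nominal dose of 8.92 µM, 0.89% DMSO final | read-out basis = percent inhibition of probe binding, normalized to plate controls | schedule = Enzyme–compound pre-incubation 45 min, then probe 60 min, both 25 °C | detection = fluorescence polarization, excitation 525 nm, emission 598 nm, BODIPY TMR filters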
PRMT1 inh: PRMT1 (human) inhibition, primary screen; recombinant PRMT1, activity-based probe fluorescence polarization; inhibition, % at 2.79 µM; actives 1.3% (n = 370,000); Q99873; AID 652257;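 active = inhibition above about 21% made by adding two undisclosed values, limit read from the data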
Target sequence (Q99873 whole entry, looked up): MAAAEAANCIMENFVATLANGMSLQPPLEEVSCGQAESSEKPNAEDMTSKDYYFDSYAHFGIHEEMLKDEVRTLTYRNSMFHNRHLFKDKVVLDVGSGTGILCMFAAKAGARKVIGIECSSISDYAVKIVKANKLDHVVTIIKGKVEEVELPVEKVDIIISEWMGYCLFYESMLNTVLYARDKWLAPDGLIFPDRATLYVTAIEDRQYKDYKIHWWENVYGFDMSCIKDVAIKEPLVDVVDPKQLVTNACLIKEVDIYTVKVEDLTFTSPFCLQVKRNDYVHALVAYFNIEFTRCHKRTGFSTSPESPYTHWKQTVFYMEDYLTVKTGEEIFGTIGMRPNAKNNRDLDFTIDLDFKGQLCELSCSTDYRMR
HTRA1 inh: inhibitors of human serine peptidase HTRA1; recombinant HTRA1, FP-rhodamine activity-based probe, fluorescence polarization; inhibition, % at 5.96 µM; AID 504803; Q92743; actives 0.5% (n = 340,000); in the data active = inhibition above about 36%;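 also: 0% = enzyme with DMSO and 100% = wells lacking enzyme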
TCR CD3 inh: inhibitors of human TCR-CD3 interaction | TAMRA-labeled TCR probe fluorescence, biochemical | inhibition, % at 9.4 µM | actives 0.37% (n = 360,000) | AID 651800; in the data active = inhibition above about 19%;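 also: recombinant mutant TCR 2C K166C tagged with TAMRA read by polarization; 0% = receptor in buffer alone and 100% = receptor with positive control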
UHRF1 binding: human UHRF1 methylated DNA binding inhibitors; actives 0.75% (n = 370,000); Q96T88; AID 687016; inhibition, % at 4.4 µM; UHRF1 binding to methylated oligo, TR-FRET; in the data active = inhibition above about 21%;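 also: UHRF1 SRA domain binding a hemimethylated CpG hairpin DNA probe; 0% = median of test compound wells and 100% = reference inhibitor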
Starred values were filed as active, the others as inactive; . = not tested or not shown. The list is partial; the hit share may differ from the screen's.

Keys – A = rCAG RNA binder; B = NPR2 activator; C = NPR1 activator; D = MBD2 DNA inh; E = SIAE inh; F = ABHD4 inh; G = PRMT1 inh; H = HTRA1 inh; I = TCR CD3 inh; J = UHRF1 binding
CC(C)(C)N(Cc1ccccc1)C(=O)COC(=O)CN1C(=O)NC2(CCCC2)C1=O
  A = -8 | B = 14 | C = 1 | D = -3 | E = 6 | F = -2 | G = -3 | H = 2 | I = -9 | J = 2

CCn1c(=O)c(C(=O)NCc2ccc(F)cc2)c(O)c2ccccc21
  A = 0 | B = 5 | C = 4 | D = 3 | E = -1 | F = -6 | G = 2 | H = -7 | I = -2 | J = 1

O=C(Nc1ccccc1)[C@@H]1CC=C[C@@H]2CCN(C3CCCCC3)C(=O)[C@@H]21
  A = -2 | B = 2 | C = -2 | D = -2 | E = 3 | F = 1 | G = 0 | H = -3 | I = 5 | J = -1

CN(CC(=O)Nc1ccccc1Cl)C(=O)CN1C(=O)C2CC=CCC2C1=O (stereo not given)
  A = 1 | B = -7 | C = -1 | D = -3 | E = 6 | F = -6 | G = 4 | H = 7 | I = -9 | J = -2

CNC(=O)CSc1nnc(-c2ccco2)n1-c1ccccc1
  A = 12 | B = -2 | C = 1 | D = -3 | E = 5 | F = -8 | G = -6 | H = -3 | I = 6 | J = -2

COc1cc(/C=C2/NC(=O)NC2=O)cc(Br)c1OCc1ccccc1
  A = 3 | B = -17 | C = -5 | D = 2 | E = -8 | F = -3 | G = 0 | H = -12 | I = 3 | J = 0

Cc1occc1C(=O)NCc1ccccc1F
  A = 8 | B = 2 | C = -2 | D = -3 | E = -2 | F = 3 | G = 4 | H = -5 | I = 4 | J = -4

COC(=O)C1CN(CCO)CCS(=O)(=O)N1Cc1cn(Cc2ccc(C)cc2)nn1 (stereo not given)
  A = 0 | B = 6 | C = 0 | D = -2 | E = 0 | F = -3 | G = -1 | H = . | I = . | J = 1

COc1cccc(-c2nnc(N(C)C(=O)C3CCOC3)s2)c1 (stereo not given)
  A = -4 | B = -1 | C = 5 | D = 2 | E = -5 | F = -5 | G = 4 | H = -1 | I = -6 | J = 0

O=C(O)c1cccc(NC(=O)C23CC4CC(C2)CC(n2cnc(Cl)n2)(C4)C3)c1
  A = 2 | B = 1 | C = -2 | D = 4 | E = -4 | F = 2 | G = 3 | H = 7 | I = 6 | J = 0

COc1ccc(S(=O)(=O)N2CCOCC2)cc1NC(=O)c1cc(=O)[nH]c2ccccc12
  A = 5 | B = 2 | C = -2 | D = -1 | E = -4 | F = 4 | G = 1 | H = -6 | I = 10 | J = 0

O=C(NCCN1CCOCC1)C1CCC(CNS(=O)(=O)c2ccc(Cl)cc2)CC1 (stereo not given)
  A = -8 | B = -3 | C = 0 | D = 2 | E = 0 | F = 0 | G = 1 | H = 4 | I = 3 | J = -1

Cc1c(C(=O)NNc2c(Cl)cccc2Cl)n(C)oc1=O
  A = -2 | B = -1 | C = 1 | D = 0 | E = -7 | F = 7 | G = 2 | H = 9 | I = 4 | J = -3

CSc1ccc(CNCC(O)c2ccccc2)cc1 (stereo not given)
  A = 5 | B = -2 | C = -3 | D = -5 | E = 3 | F = 2 | G = -4 | H = 1 | I = 1 | J = 0

CCN(C(=O)c1cc(Cl)ccc1Cl)C1CCS(=O)(=O)C1 (stereo not given)
  A = 1 | B = 4 | C = 2 | D = -2 | E = 3 | F = -3 | G = 4 | H = 6 | I = -2 | J = 4

Continued.
Keys – A = rCAG RNA binder; B = NPR2 activator; C = NPR1 activator; D = MBD2 DNA inh; E = SIAE inh; F = ABHD4 inh; G = PRMT1 inh; H = HTRA1 inh; I = TCR CD3 inh; J = UHRF1 binding
O=C(c1cc(-c2ccc(Br)cc2)on1)N1CCCCCC1
  A = -2 | B = 5 | C = 0 | D = -2 | E = 4 | F = 1 | G = -1 | H = -2 | I = 2 | J = 0

O=C(Nc1cccc(O)c1)C(=O)Nc1ccccn1
  A = -2 | B = -5 | C = 1 | D = 0 | E = -1 | F = 2 | G = 3 | H = 7 | I = -2 | J = 68*

Cc1ccc(C(C)C)c(OCc2nnc(SCC(=O)Nc3nccs3)n2C)c1
  A = -1 | B = 4 | C = -1 | D = 0 | E = -5 | F = -6 | G = 3 | H = 1 | I = 1 | J = -2

CCOC(=O)c1c(C)c2c(=O)[nH]cnc2n1-c1ccccc1
  A = -6 | B = 1 | C = 1 | D = 1 | E = 4 | F = 0 | G = 3 | H = 1 | I = -7 | J = 3

O=C(O)c1ccc(Cl)c(S(=O)(=O)Nc2ccccc2Cc2ccccc2)c1
  A = 25 | B = 4 | C = 0 | D = 1 | E = -10 | F = 30* | G = 2 | H = -9 | I = -2 | J = -1

O=S(=O)(c1ccc(F)cc1)N1CCC(O)(c2ccc3c(c2)OCO3)CC1
  A = -1 | B = -1 | C = 6 | D = 2 | E = 2 | F = -9 | G = -2 | H = -7 | I = 0 | J = -3

O=S(=O)(Nc1cccc2ccccc12)N1CCCC1
  A = 1 | B = 2 | C = 0 | D = -3 | E = -2 | F = 2 | G = 3 | H = -6 | I = 7 | J = 0

CC1CCN(S(=O)(=O)c2cc(Br)cc(C(=O)NC3=NCCS3)c2)CC1
  A = 8 | B = 1 | C = 5 | D = 3 | E = -6 | F = -17 | G = 2 | H = -36 | I = -1 | J = 0

Cc1nc(N2CCN(Cc3ccc4c(c3)OCO4)CC2)nc2c1C(=O)CC(c1ccco1)C2 (stereo not given)
  A = -2 | B = -3 | C = -4 | D = 2 | E = -5 | F = -7 | G = 0 | H = -16 | I = -1 | J = 0

C[C@@H]1CN([C@@H](C)CO)C(=O)c2cc(C#CC3CCCCC3)cnc2O[C@@H]1CN(C)S(=O)(=O)c1ccc(F)cc1
  A = 7 | B = 10 | C = 3 | D = 11 | E = 3 | F = 1 | G = -2 | H = -20 | I = 7 | J = 21*

Cc1ccc(N(CC(=O)N2CCCC2)S(C)(=O)=O)c(C)c1
  A = -2 | B = 7 | C = -6 | D = -6 | E = 4 | F = 1 | G = -2 | H = 8 | I = 2 | J = -1

O=S(=O)(Nc1cccc(-n2cnnn2)c1)c1ccccc1F
  A = 1 | B = 0 | C = 2 | D = -3 | E = 8 | F = -2 | G = 1 | H = 2 | I = 6 | J = 0

Cc1ccc2c(c1)Oc1ccc(NC(=O)CCCl)cc1C(=O)N2
  A = 1 | B = 1 | C = 4 | D = -2 | E = -2 | F = -3 | G = -3 | H = -7 | I = 2 | J = 4

Cn1c(SCC(=O)N2CCOCC2)nnc1-c1ccc(Cl)cc1Cl
  A = -3 | B = 1 | C = 1 | D = 5 | E = 1 | F = 5 | G = 0 | H = 9 | I = 2 | J = 2

CCc1nc2c(OCc3ccc(F)cc3)cccn2c1N(C)C(=O)C(C)C
  A = -2 | B = 2 | C = -1 | D = -1 | E = 4 | F = 0 | G = 3 | H = . | I = 2 | J = 0

Continuation:
Keys – A = rCAG RNA binder; B = NPR2 activator; C = NPR1 activator; D = MBD2 DNA inh; E = SIAE inh; F = ABHD4 inh; G = PRMT1 inh; H = HTRA1 inh; I = TCR CD3 inh; J = UHRF1 binding
CCC(C)N1C(=O)N(C)C2NC(=O)NC21 (stereo not given)
  A = 1 | B = 0 | C = 3 | D = -4 | E = -2 | F = -2 | G = 0 | H = 5 | I = -1 | J = -3

O=C(NCc1ccco1)c1cnn2c(C(F)(F)F)cc(-c3ccccc3)nc12
  A = 1 | B = 3 | C = 4 | D = -4 | E = -6 | F = 5 | G = 0 | H = -11 | I = -3 | J = -1

CC1CCCCC1NC(=O)CSc1nnnn1C (stereo not given)
  A = -4 | B = -3 | C = -2 | D = 1 | E = -3 | F = 6 | G = -1 | H = 1 | I = 3 | J = 3

O=C(CS(=O)(=O)c1ccccc1)N1CCc2ccccc21
  A = -5 | B = 4 | C = 1 | D = 7 | E = -8 | F = -4 | G = 4 | H = 2 | I = 0 | J = 2

COCc1ccc(C(=O)NC2CC(C)(C)Cc3c2cnn3-c2ccc(OC)cc2)o1 (stereo not given)
  A = -8 | B = -3 | C = 0 | D = -2 | E = -12 | F = 3 | G = 4 | H = -2 | I = 3 | J = -1

CCOC(=O)C1=C(C)N(CCC(=O)O)C(=O)NC1c1ccccc1Cl (stereo not given)
  A = 7 | B = -1 | C = 3 | D = 0 | E = -2 | F = -11 | G = 1 | H = -3 | I = 1 | J = 1

O=C(CSc1nc2c(cnn2-c2ccccc2)c(=O)[nH]1)c1ccc(Cl)cc1
  A = 8 | B = 1 | C = -1 | D = 1 | E = -5 | F = -13 | G = -5 | H = -17 | I = 5 | J = -3

CCC/C(O)=C1\C(=O)CCCC1=NCCc1c(C)[nH]c2ccc(C)cc12
  A = 15 | B = -6 | C = -8 | D = 2 | E = 2 | F = 0 | G = -4 | H = -8 | I = 6 | J = 0

CCc1cccc(CC)c1NC(=O)C1CC(=O)N(c2ccc3c(c2)OCCO3)C1 (stereo not given)
  A = 4 | B = -2 | C = -2 | D = -1 | E = 4 | F = -1 | G = 1 | H = 6 | I = 5 | J = 3

Cc1ccc(CN2C(=O)CCC2C(=O)NCCN2CCOCC2)cc1 (stereo not given)
  A = 3 | B = -3 | C = 3 | D = 3 | E = 3 | F = -3 | G = 1 | H = -1 | I = 1 | J = 0

COC(=O)C1=CN(c2ccc(F)cc2)C=C(C(=O)OC)C1c1ccc([N+](=O)[O-])cc1
  A = 2 | B = -5 | C = -6 | D = -1 | E = 3 | F = -2 | G = -1 | H = -27 | I = 7 | J = -3

O=C(CSc1ccc(Cl)cc1)Nc1cccc(-c2nnc(-c3ccco3)o2)c1
  A = 8 | B = -4 | C = -9 | D = 7 | E = -6 | F = -6 | G = 1 | H = -10 | I = -3 | J = 4

CC1CCN(Cc2nc3c(c(=O)n(C)c(=O)n3C)n2CCCc2ccccc2)CC1
  A = -4 | B = -3 | C = -2 | D = 3 | E = 7 | F = 7 | G = 3 | H = -2 | I = 0 | J = 0

C/C=C(\C)C(=O)N1CC2(CC(c3cccc(NC(=O)CCCCC)c3)=NO2)C[C@@H]1C(N)=O (stereo not given in full)
  A = -3 | B = 3 | C = -4 | D = -5 | E = 7 | F = 3 | G = 0 | H = 2 | I = -2 | J = -2
